XBP1 UPR activ = adaptive UPR (XBP1) activation. CHO-XBP1 luciferase reporter, IRE1-XBP1 UPR activation, luminescence; percent of tunicamycin response, DMSO as zero. activation, % at 20 µM. 330,000 compounds, 0.33% hits;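 active = versus positive control, 20 µM dose yields 30% or more activation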;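 note: 100% = tunicamycin at 10 µg/mL and 0% = DMSO only wells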
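Material: CHO-XBP1 cells stably carrying IRE1-XBP1-driven luciferase reporter / Amount: 1000 cells per well / Compound: 20 µM, 1% DMSO / Times: 6 h treatment, 37 °C / Detection: luciferase luminescence / Measure: % activation of reporter signal versus tunicamycin and DMSO controls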
Mdm2-MdmX inh = inhibitors of human Mdm2/MdmX interaction. 330,000 compounds, 3% hits. inhibition, % at 8 µM. AID 485346. SaOS-2 split-luciferase Mdm2/MdmX complementation, luminescence. O15151+Q00987;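 active = inhibition of at least 50% at 8 µM in the primary screen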
CXCR6 block = CXCR6 (human) receptor inhibition; CHO-K1 PathHunter CXCR6 beta-arrestin, luminescence; AID 602244; 360,000 compounds, 0.36% hits; O00574; inhibition, % at 20 µM; in the data active = inhibition above about 34%, passing the limit was not always enough;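 note: antagonist mode with CXCL16 agonist at 10 nM final; 0% = 10 nM CXCL16 with DMSO and 100% = unstimulated wells without agonist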
Target sequence (O00574 whole entry, looked up): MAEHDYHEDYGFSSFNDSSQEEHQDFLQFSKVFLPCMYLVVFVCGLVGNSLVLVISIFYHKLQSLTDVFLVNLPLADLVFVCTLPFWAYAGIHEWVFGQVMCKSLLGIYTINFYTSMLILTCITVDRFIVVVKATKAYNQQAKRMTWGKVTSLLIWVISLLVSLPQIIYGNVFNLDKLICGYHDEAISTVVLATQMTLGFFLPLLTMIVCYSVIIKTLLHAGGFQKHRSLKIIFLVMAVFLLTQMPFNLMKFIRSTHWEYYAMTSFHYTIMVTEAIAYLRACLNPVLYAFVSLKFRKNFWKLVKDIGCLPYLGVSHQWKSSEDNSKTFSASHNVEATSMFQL
697 NFkB inh = inhibitors of the PMA/ionomycin-induced NF-kB reporter in 697 B cells; 697 B-cell NF-kB luciferase reporter, 16 h; inhibition, % at 4 µM; 330,000 compounds, 0.33% hits; AID 435022; in the data active = inhibition above about 35%
EBI2 antag = EBI2 (human) antagonism; P32249; EBI2 beta-arrestin recruitment, luminescence, 7a,25-OHC stimulated; inhibition, % at 5 µM; 360,000 compounds, 0.81% hits; AID 651636; in the data active = inhibition above about 38%;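 note: enzyme fragment complementation signal reports receptor beta-arrestin coupling in cells; 0% = agonist plus DMSO wells and 100% = wells without agonist; some results beyond the cut were filed as inactive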
Jurkat NFkB inh = inhibitors of the PMA/ionomycin-induced NF-kB reporter in Jurkat cells | PMA/ionomycin-induced NF-kB luciferase reporter, luminescence | inhibition, % at 4 µM | 330,000 compounds, 0.53% hits; in the data active = inhibition above about 50%
CHOP UPR activ = apoptotic UPR (CHOP) activation; activation, % at 10 µM; 330,000 compounds, 0.34% hits; CHO-CHOP luciferase reporter, luminescence; percent of tunicamycin response over DMSO baseline;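 active = at 10 µM dose, activation of 40% or more, normalized to positive control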;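 note: 100% = tunicamycin at 10 µg/mL and 0% = DMSO alone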
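measured by = luciferase luminescence | assay system = CHO-CHOP cells, stable luciferase reporter of PERK-eIF2a-CHOP signalling | amount = 500 reporter cells seeded per well | timing = 6 h compound exposure at 37 °C after overnight seeding | controls = positive tunicamycin 10 µg/mL, negative DMSO alone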
CCR6 antag = blocks CCL20-driven beta-arrestin recruitment at human CCR6; P51684; inhibition, % at 20 µM; 340,000 compounds, 0.49% hits; CHO-K1 CCR6 PathHunter beta-arrestin, luminescence, CCL20-stimulated;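 active = compounds whose inhibition of the agonist-driven luminescence signal at 20 µM reaches about 50%, limit read from the data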;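 note: cells stimulated with CCL20 at 14 nM final; plate controls were DMSO with CCL20 for no effect and DMSO without agonist for full effect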
Target sequence (P51684 whole entry, looked up): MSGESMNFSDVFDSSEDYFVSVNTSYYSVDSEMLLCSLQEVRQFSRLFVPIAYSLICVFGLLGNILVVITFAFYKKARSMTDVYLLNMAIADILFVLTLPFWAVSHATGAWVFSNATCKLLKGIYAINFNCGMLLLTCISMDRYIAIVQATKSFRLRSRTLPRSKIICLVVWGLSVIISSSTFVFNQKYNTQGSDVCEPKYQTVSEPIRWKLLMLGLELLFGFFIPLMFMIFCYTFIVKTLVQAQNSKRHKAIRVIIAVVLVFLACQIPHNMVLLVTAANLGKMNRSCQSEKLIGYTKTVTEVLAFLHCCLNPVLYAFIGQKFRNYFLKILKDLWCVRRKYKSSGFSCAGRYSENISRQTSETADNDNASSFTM
Gli-Sufu block = Gli-Sufu pathway antagonism; Sufu-KO-LIGHT fibroblasts, Gli luciferase reporter luminescence; AID 588413; inhibition, % at 5 µM; 340,000 compounds, 0.74% hits;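 active = inhibition above about 55%, limit read from the data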;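 note: 0% = DMSO-treated cells and 100% = wells with medium but no cells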
Numbers without * were called inactive; / = not tested or not shown.

SMILES	XBP1 UPR activ	Mdm2-MdmX inh	CXCR6 block	697 NFkB inh	EBI2 antag	Jurkat NFkB inh	CHOP UPR activ	CCR6 antag	Gli-Sufu block
COc1ccc(NC(=O)CSC2=NC(=O)CC(C)=N2)cc1	-1	-2	-10	-17	-7	4	-1.1	11	4
C=CCn1c(SCC(=O)N(CC)C2CCS(=O)(=O)C2)nc2ccccc2c1=O (stereo not drawn)	-1	15	-2	26	0	7	-1.1	4	7
COc1ccccc1CN1CCNC(=O)C1CC(=O)N(C)Cc1nc(C)cs1 (stereo not drawn)	-3	-5	6	13	-8	3	0.6	9	-18
COc1ccc(OC)c(C(=O)C2COC(=O)C2)c1 (stereo not drawn)	-3	7	3	-37	-7	0	-0.8	-13	-2
Cc1cc(C)cc(NC(=O)c2sc3nc(C)cc(C)c3c2N)c1	-2	-121	8	-20	7	-29	7.4	5	-42
NC(=O)c1cc(S(=O)(=O)NCCCc2ccco2)cs1	-6	19	-2	-4	-4	14	-2.7	1	16
Cc1nc2ccccc2n1/C(=N\S(=O)(=O)c1ccccc1)c1ccccc1	-1	4	-6	-4	-5	20	2.4	10	1
Cc1nc2ccc(NS(=O)(=O)c3ccc(C)c(C)c3)cc2s1	-1	-20	-5	-25	-4	-3	-0.7	-2	7
COc1ccc(NC(=O)CN2CCc3ccccc3C2)c([N+](=O)[O-])c1	-3	-11	-8	-5	6	0	3.0	5	-14
CCOC(=O)CCCNC(=O)COC(=O)c1cc2ccccc2cc1O	-4	2	-6	14	-14	-4	-0.1	3	-3
Cc1cc(C)cc(NC(=O)Cn2cnc3c(nnn3Cc3ccc(F)cc3)c2=O)c1	-1	65*	-2	16	-1	-8	9.1	-2	-12
O=C(O)CC(CC(=O)Nc1ccc(-c2ccccc2)cc1)c1ccccc1 (stereo not drawn)	-4	-4	-2	-16	0	1	2.4	-3	5
CS(=O)(=O)N(CC(=O)O)c1cc(Cl)cc(Cl)c1	-2	-12	-13	10	-6	-6	-0.2	-2	-2
COC(=O)CN1C(=S)N(c2ccccc2)C(=O)C1CC(=O)Nc1ccc(Cl)cc1 (stereo not drawn)	-1	5	3	6	-8	9	2.1	-5	-5
CCOC(=O)C1CCN(C(=O)CCCn2nc(CC)n3c(cc4occc43)c2=O)CC1	0	22	-4	-4	-9	5	4.2	7	-2
O=C(CN1C(=O)COc2ccccc21)NNC(=O)Nc1ccccc1F	2	12	11	1	-5	5	-0.2	-4	1
Cc1nn(C)cc1CN(C)C(=O)CC12CC3CC(CC(C3)C1)C2	2	4	1	4	5	5	0.1	4	-1
CC(=O)N1CCN(S(=O)(=O)c2cccc(C(=O)OCC(=O)Nc3c(Cl)cccc3C(F)(F)F)c2)CC1	/	/	2	/	-2	/	/	8	-29
Cc1ccc(-c2cc(-c3ccccc3)nc(N(C)N)n2)cc1	-3	25	0	4	2	-3	-1.6	3	-17
COc1ccc(NCc2cc(=O)[nH]c3ccccc23)cc1	3	-4	8	-41	-10	-31	-0.2	7	37
Cc1c(O)nc2sc3ccccc3n2c1=O	-1	-2	/	9	/	1	0.6	/	/
Cc1nc(C)n(CC(O)COc2ccc(C(=O)c3ccccc3)cc2)n1 (stereo not drawn)	3	4	-2	-7	-5	-5	-1.7	-2	6
CCN1C[C@@H]2[C@@H]3C(=O)N(C)C(=O)[C@@H]3[C@](CC)(C(=O)OC)N2C1=NC	0	26	4	14	-5	/	0.6	13	-1
CCOC(=O)N1CCN(C(=O)c2ccc(CN(c3ccccc3)S(C)(=O)=O)cc2)CC1	1	14	3	6	-7	10	-1.3	5	-12
COc1ccc(N2C(=O)C3C(C2=O)C(C(=O)c2ccccc2)N2CCCC32)cc1 (stereo not drawn)	-2	7	4	8	-6	-5	-1.1	14	2
O=C(O)C1CCCN1S(=O)(=O)c1ccc(F)cc1 (stereo not drawn)	-6	-16	0	-14	2	11	1.1	-9	10
c1ccc(-c2ccc(CNC3CC3)cc2)cc1	/	/	4	/	-6	/	/	6	-1
Cc1cccc(-c2ncc(CN3CCC(CO)(CCCc4ccccc4)CC3)cn2)c1	-3	16	4	-22	10	6	-0.6	-3	5
CCOC(=O)C1(CCSC)NC(c2ccco2)C2C(=O)N(CC)C(=O)C21 (stereo not drawn)	1	19	-3	1	-6	-6	-0.2	5	4
COc1ccc(-c2noc(COc3ccccc3OC)n2)cc1OC	-2	-37	4	-24	-4	-19	1.6	2	-10
O=C(NC(N1CCOCC1)C(Cl)(Cl)Cl)c1ccco1 (stereo not drawn)	-3	9	0	-6	0	-6	-1.8	3	2
CC(C)C(NC(=O)C12CC3CC(CC(C3)C1)C2)C(=O)O (stereo not drawn)	4	11	-3	2	-6	11	1.6	-15	4
Cc1cc(C)cc(OCC(=O)NCCN2CCOCC2)c1	2	7	-4	22	7	-10	-1.6	2	29
COc1ccc(/C(O)=C2\C(=O)C(=O)N(CCN3CCOCC3)C2c2ccccc2OC)cc1 (stereo not drawn)	/	/	5	/	-7	/	/	-3	37
Cc1ccc(-c2cc(Cc3ccccc3)c(=O)[nH]n2)cc1	-1	12	11	-9	21	-8	0.8	10	-4
CCOc1cccc(-c2nnc3sc(COc4ccccc4)nn23)c1	-1	17	6	8	-10	2	1.4	1	5

Arranged by length of the SMILES (low to high): 14 of the compounds above
SMILES	XBP1 UPR activ	Mdm2-MdmX inh	CXCR6 block	697 NFkB inh	EBI2 antag	Jurkat NFkB inh	CHOP UPR activ	CCR6 antag	Gli-Sufu block
Cc1c(O)nc2sc3ccccc3n2c1=O	-1	-2	/	9	/	1	0.6	/	/
c1ccc(-c2ccc(CNC3CC3)cc2)cc1	/	/	4	/	-6	/	/	6	-1
Cc1cc(C)cc(OCC(=O)NCCN2CCOCC2)c1	2	7	-4	22	7	-10	-1.6	2	29
O=C(O)C1CCCN1S(=O)(=O)c1ccc(F)cc1 (stereo not drawn)	-6	-16	0	-14	2	11	1.1	-9	10
COc1ccc(NCc2cc(=O)[nH]c3ccccc23)cc1	3	-4	8	-41	-10	-31	-0.2	7	37
COc1ccc(-c2noc(COc3ccccc3OC)n2)cc1OC	-2	-37	4	-24	-4	-19	1.6	2	-10
Cc1ccc(-c2cc(Cc3ccccc3)c(=O)[nH]n2)cc1	-1	12	11	-9	21	-8	0.8	10	-4
CC(C)C(NC(=O)C12CC3CC(CC(C3)C1)C2)C(=O)O (stereo not drawn)	4	11	-3	2	-6	11	1.6	-15	4
Cc1nc(C)n(CC(O)COc2ccc(C(=O)c3ccccc3)cc2)n1 (stereo not drawn)	3	4	-2	-7	-5	-5	-1.7	-2	6
CCOC(=O)C1(CCSC)NC(c2ccco2)C2C(=O)N(CC)C(=O)C21 (stereo not drawn)	1	19	-3	1	-6	-6	-0.2	5	4
Cc1cccc(-c2ncc(CN3CCC(CO)(CCCc4ccccc4)CC3)cn2)c1	-3	16	4	-22	10	6	-0.6	-3	5
COc1ccc(N2C(=O)C3C(C2=O)C(C(=O)c2ccccc2)N2CCCC32)cc1 (stereo not drawn)	-2	7	4	8	-6	-5	-1.1	14	2
CCOC(=O)N1CCN(C(=O)c2ccc(CN(c3ccccc3)S(C)(=O)=O)cc2)CC1	1	14	3	6	-7	10	-1.3	5	-12
COc1ccc(/C(O)=C2\C(=O)C(=O)N(CCN3CCOCC3)C2c2ccccc2OC)cc1 (stereo not drawn)	/	/	5	/	-7	/	/	-3	37

The listing continues.
SMILES	XBP1 UPR activ	Mdm2-MdmX inh	CXCR6 block	697 NFkB inh	EBI2 antag	Jurkat NFkB inh	CHOP UPR activ	CCR6 antag	Gli-Sufu block
CCC(CO)NCc1ccc(-c2ccccc2)cc1 (stereo not drawn)	-1	10	1	8	-15	-2	2.2	13	0
O=C(NNC(=O)C1CC1)c1ccccc1[N+](=O)[O-]	0	-12	6	10	5	4	-0.4	-4	19
CCOC(=O)NC(c1ccc(C(C)C)cc1)C(Cl)(Cl)Cl (stereo not drawn)	0	24	-8	-47	-9	7	0.7	5	-1
CC(C#N)(NC(=O)COC(=O)c1ccccc1NCCO)C1CC1 (stereo not drawn)	7	18	5	-2	-3	1	-1.3	6	-10
O=C(CN1CCc2ccccc2C1)Nc1ccc(F)cc1F	1	-21	-5	28	-2	-14	1.7	8	-13
Cc1cc(C)nc(Sc2ccc([N+](=O)[O-])cc2[N+](=O)[O-])n1	-3	39	-14	41*	-51	-14	17	6	4
O=S1(=O)N=C(Nc2nncs2)c2ccccc21	3	24	0	25	-5	7	0.5	4	1
COc1ccc(/C(C)=N/N=C2/NC(=O)CC(C(=O)O)S2)cc1F (stereo not drawn)	-2	-8	-3	9	0	-1	0.4	4	4
COc1ccc(CNC(=O)c2cccs2)cc1	1	-6	-3	9	-12	2	1.6	-12	2
CN(C(=O)CSc1ncnc2ccccc12)C1CCCCC1	1	-38	-5	-55	13	-43	5.3	8	-65
COCCNc1nc(-c2ccccc2)nc2ccccc12	-1	7	1	-10	-5	6	1.3	1	-32
CC1=NN(c2ccccc2)C(=O)/C1=C/N(C)C	-2	-32	5	15	0	1	2.1	-5	-7
O=C(O)c1cccc(-c2ccc(/C=N/NC(=O)C3COc4ccccc4O3)o2)c1 (stereo not drawn)	0	-22	-19	-8	-14	5	0.0	3	-30
O=C(Oc1coc(CSc2ncccn2)cc1=O)c1cccc([N+](=O)[O-])c1	-1	-4	2	13	-7	-5	1.4	1	-7
Cc1ccc(-c2nc3ccsc3c(=O)[nH]2)cc1	-1	-53	3	-60	-3	-26	4.4	10	-13
COC(=O)c1c(NC(=O)c2ccco2)sc(C(=O)N(C)C)c1C	5	22	6	-11	-3	-5	0.7	0	-1
O=C(CCl)NC1CCCc2ccccc21 (stereo not drawn)	-3	58*	-3	9	-3	10	-1.9	6	10
O=S(=O)(c1cccs1)N1CCCc2cccc(O)c21	3	-35	7	-68	-2	-32	6.1	19	-47
Cc1nnc(SCc2ccccc2)[nH]c1=O	-1	-2	8	8	7	3	-0.4	17	1
CCOC(=O)C1CCN(C2CC(=O)N(c3cccc(Cl)c3)C2=O)CC1 (stereo not drawn)	-1	1	-14	2	0	8	0.7	-17	-8
O=C(Nc1cccc(-c2csc(Nc3ccc(Cl)cc3)n2)c1)c1ccccc1	2	41	-11	-41	41	-36	4.3	4	-12
COCCn1c(SCc2cccnc2)nnc1-c1ccco1	0	-15	-9	15	-4	1	1.9	2	-8
CCOc1ccc(C(=O)NCCc2cnc[nH]2)cc1	-4	5	6	2	-1	15	0.8	8	-4
Cn1nc(CC(=O)NCc2cccc3ccccc23)c2ccccc2c1=O	-2	8	-6	-4	-4	1	-0.7	-10	28
C1CCc2nnc(-c3nnc4n3CCCCC4)n2CC1	4	0	-4	12	-9	10	0.6	-16	7
